Screening results: PubChem, The Scripps Research Institute Molecular Screening Center
ULK1 primary: blocks human autophagy kinase ULK1; AlphaScreen Atg13 phosphorylation by ULK1, luminescence; inhibition, % at 5.96 µM; 1.9% of 30,000 active; in the data active = inhibition above about 43%;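 also: 0% = median of compound wells and 100% = no enzyme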
Target sequence (O75385 whole entry, looked up): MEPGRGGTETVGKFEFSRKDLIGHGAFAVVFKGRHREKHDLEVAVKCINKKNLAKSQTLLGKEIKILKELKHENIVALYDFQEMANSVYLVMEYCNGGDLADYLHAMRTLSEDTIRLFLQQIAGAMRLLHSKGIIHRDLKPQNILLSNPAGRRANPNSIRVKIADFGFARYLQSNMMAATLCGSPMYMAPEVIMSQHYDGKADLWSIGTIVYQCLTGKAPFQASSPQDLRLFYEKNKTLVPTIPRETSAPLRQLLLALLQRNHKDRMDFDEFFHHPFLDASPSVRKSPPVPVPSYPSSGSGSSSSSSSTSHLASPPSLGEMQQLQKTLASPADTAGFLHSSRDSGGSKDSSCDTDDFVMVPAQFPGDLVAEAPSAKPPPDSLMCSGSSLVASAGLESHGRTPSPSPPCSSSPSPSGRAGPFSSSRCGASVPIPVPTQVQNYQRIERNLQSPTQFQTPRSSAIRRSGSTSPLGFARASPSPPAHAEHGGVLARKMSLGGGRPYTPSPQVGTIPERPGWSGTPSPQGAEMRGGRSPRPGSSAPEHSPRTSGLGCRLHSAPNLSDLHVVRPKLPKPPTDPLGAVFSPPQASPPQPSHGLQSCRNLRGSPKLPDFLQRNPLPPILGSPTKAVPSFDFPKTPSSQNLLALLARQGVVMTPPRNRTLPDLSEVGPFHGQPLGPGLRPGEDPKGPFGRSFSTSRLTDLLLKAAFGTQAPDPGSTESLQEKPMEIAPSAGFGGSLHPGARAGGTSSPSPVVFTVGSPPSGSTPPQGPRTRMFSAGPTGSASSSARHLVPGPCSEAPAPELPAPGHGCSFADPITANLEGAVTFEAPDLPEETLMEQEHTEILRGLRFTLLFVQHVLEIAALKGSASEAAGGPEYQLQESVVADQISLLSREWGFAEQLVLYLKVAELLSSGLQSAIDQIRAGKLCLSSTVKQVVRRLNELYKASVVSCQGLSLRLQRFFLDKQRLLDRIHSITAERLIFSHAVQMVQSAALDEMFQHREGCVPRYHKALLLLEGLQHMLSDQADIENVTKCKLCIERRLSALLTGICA
ASK1 inh: inhibitors of human ASK1 kinase; AlphaScreen MKK6 phosphorylation by ASK1, luminescence; inhibition, % at 7.44 µM; 0.99% of 22,000 active; in the data active = inhibition above about 35%;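 also: 0% = median of compound wells and 100% = no enzyme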
* marks the source's active call; other numbers are inactive results; / = no result given.

1: O=C(Cc1cn(-c2ccc(Nc3nccc4ccccc34)nn2)c2ccccc12)NCc1cccc(C(F)(F)F)c1
2: Cc1nc(Nc2ccc3[nH]ncc3c2)cc(OC[C@@H](N)Cc2ccccc2)n1
3: CC1(C)S[C@@H]2C(N3C(=O)[C@@H](c4ccccc4)NC3(C)C)C(=O)N2[C@H]1C(=O)O (some centres not stated)
4: CN(C)CCNC(=O)c1cccc(CN(C(=O)c2nc3ccc(-c4cn[nH]c4)cc3s2)C2CC2)c1
5: CCNc1cc(C)nc(N2CCN(S(=O)(=O)c3cc(OC)c(C)cc3C)CC2)n1
6: CCN(CC)c1nc(NCCN2CCOCC2)nc(Nc2ccc(-n3ccnc3)cc2)n1
7: CC(=O)c1cccc(-c2nc3c(NC4CC4)ncnc3n2C(C)C)c1
8: CCNc1nc(C)cc(NCc2cccnc2)n1
compound no. | 1 | 2 | 3 | 4 | 5 | 6 | 7 | 8
ASK1 inh | 17 | -3 | / | -12 | / | 9 | -16 | -9
ULK1 primary | 16 | 4 | -2 | 4 | -7 | 0 | 7 | -2

9: c1ccc(Cn2cc(-c3ccc(Nc4nccc(-c5cncc(N6CCOCC6)c5)n4)cc3)cn2)cc1
10: COc1nc(NCc2cccc(C(F)(F)F)c2)nc(-c2ccc(C(=O)NC3CC3)cc2)n1
11: COc1cccc(CN(CCN(C)C)C(=O)[C@H](N)Cc2ccc(-c3cn[nH]c3)cc2)c1
12: COc1cc2nc(Nc3nc4ccccc4n3C)nc(NC3CC3)c2cc1OC
13: O=C(CCCN1C(=O)/C(=C/c2cccs2)SC1=S)Nc1ccc(O)c(C(=O)O)c1
14: Cc1cnc(-c2c(C)noc2C)nc1Nc1ccc(N2CCOCC2)cc1
15: c1ccc2c(-c3cc(NC4CC4)ncn3)csc2c1
16: CCN(CC)CCOC(=O)C(Cc1cccc2ccccc12)CC1CCCO1 (configuration not stated)
compound no. | 9 | 10 | 11 | 12 | 13 | 14 | 15 | 16
ASK1 inh | 25 | 3 | -14 | 32 | / | -11 | 4 | /
ULK1 primary | -13 | -12 | -5 | -4 | 4 | -2 | -11 | 0

17: c1ccc(CNc2nc(Nc3ccc(-n4ccnc4)cc3)nc3c2ncn3-c2ccsc2)cc1
18: c1ccc(Nc2ccnc(Nc3ccncc3)n2)cc1
19: CC(C)n1cnc2c(NCCO)nc(Nc3ccc(-n4ccnc4)cc3)nc21
20: O=C(NCc1cccnc1)c1ccnc(Nc2ccc(-n3ccnc3)cc2)c1
21: C/C=C/C=C/C(=O)Nc1cccc(C)c1N1CCC2(CC1)OCCO2
22: CC(C)N(CCNC(=O)c1ccc2nc(Nc3cccc(N(C)C)c3)sc2c1)C(C)C
23: CC(=O)Nc1ccc(Nc2nc(N3CCc4ccccc4C3)nc3c2ncn3CCN2CCCC2=O)cc1
24: O=C(NCC(O)CSc1ccc(Br)cc1)c1cc(-c2ccc3[nH]ncc3c2)ccn1 (configuration not stated)
compound no. | 17 | 18 | 19 | 20 | 21 | 22 | 23 | 24
ASK1 inh | -1 | 3 | -15 | -1 | -14 | 22 | 1 | -4
ULK1 primary | -3 | 17 | 25 | 13 | 0 | 7 | -7 | -34

Looked up by structure from the list above (6):
23: CC(=O)Nc1ccc(Nc2nc(N3CCc4ccccc4C3)nc3c2ncn3CCN2CCCC2=O)cc1
20: O=C(NCc1cccnc1)c1ccnc(Nc2ccc(-n3ccnc3)cc2)c1
24: O=C(NCC(O)CSc1ccc(Br)cc1)c1cc(-c2ccc3[nH]ncc3c2)ccn1 (configuration not stated)
21: C/C=C/C=C/C(=O)Nc1cccc(C)c1N1CCC2(CC1)OCCO2
17: c1ccc(CNc2nc(Nc3ccc(-n4ccnc4)cc3)nc3c2ncn3-c2ccsc2)cc1
19: CC(C)n1cnc2c(NCCO)nc(Nc3ccc(-n4ccnc4)cc3)nc21
compound no. | 23 | 20 | 24 | 21 | 17 | 19
ASK1 inh | 1 | -1 | -4 | -14 | -1 | -15
ULK1 primary | -7 | 13 | -34 | 0 | -3 | 25

Going on with the list.
25: CN(C)CCCOc1cc(-c2cn[nH]c2)c(F)cc1NC(=O)C(N)c1cccc(F)c1 (configuration not stated)
26: COc1ccc(CC(=O)Nc2cc(-n3cnc(=O)c4ccccc43)ccn2)cc1
27: COc1cc2nc(-c3ccc(C(N)=O)cc3)nc(Nc3ccc(NC(C)=O)cc3)c2cc1OC
28: COc1ccc(-c2cc(C(N)=O)ccn2)cn1
29: COc1cc(Nc2nc(-c3c(C)nn(C)c3C)nc3c2ncn3Cc2ccc(C(F)(F)F)cc2)cc(OC)c1OC
30: O=C(NCc1ccccc1)c1ccc2nc(Nc3ccc(N4CCOCC4)cc3)sc2c1
31: COc1ccc2c(c1)CC(c1nc3ccc(-c4cn[nH]c4C)cc3c(=O)[nH]1)CO2 (configuration not stated)
32: Cc1cc(Br)ccc1NC(=O)c1cn(C)c2c(=O)n(-c3ccc(F)cc3)c(=O)[nH]c12
compound no. | 25 | 26 | 27 | 28 | 29 | 30 | 31 | 32
ASK1 inh | -7 | -12 | -4 | 8 | 10 | 27 | 14 | /
ULK1 primary | 14 | -27 | -16 | -12 | -48 | 8 | 2 | 5

33: Cc1cnc(-c2cccs2)nc1NCCc1ccc(O)cc1
34: FC(F)(F)c1cccc(-c2cc(NCCCn3ccnc3)nc(-c3cccnc3)n2)c1
35: Cc1cccc(C)c1NC(=O)/C(C#N)=C/c1cccc([N+](=O)[O-])c1
36: CCN(CC)C(=O)C1CCCN(c2nccc(Nc3ccccc3)n2)C1 (configuration not stated)
37: O=C(NCCN1CCOCC1)c1ccnc(-c2ccc(C(=O)NC3CC3)cc2)c1
38: CCCNC(=O)c1cccc(NCCN2CCOCC2)n1
39: Cc1cnc(-c2ccc(C(=O)N3CCN(C)CC3)cc2)nc1NCCN1CCOCC1
40: CCCCCCCCCCCCCCCCCC(=O)[O][Al]
compound no. | 33 | 34 | 35 | 36 | 37 | 38 | 39 | 40
ASK1 inh | 5 | / | / | 6 | 0 | 0 | 14 | /
ULK1 primary | -5 | -35 | -3 | 0 | -12 | 9 | -4 | -10

41: O=C(Nc1nc2c(s1)CN(Cc1ccccc1)CC2)c1cc(Cl)ccc1Cl
42: COc1cc(NC(=O)C2COc3ccc(Cl)cc3C2)ccc1-c1cn[nH]c1 (configuration not stated)
43: COc1cc(Nc2cccc(C(N)=O)c2)cc(OC)c1OC
44: Fc1cc(-c2nc(Nc3ccc(-n4cccn4)cc3)ncc2F)cc(N2CCOCC2)c1
45: CC(C)n1c(Nc2cccc(N(C)C)c2)nc2c(NCc3cccc(C(F)(F)F)c3)ncnc21
46: CCOc1c(C)cnc2c1c(=O)n(Cc1ccccn1)c(=O)n2C
47: Cn1c(=O)n(Cc2ccc3c(c2)OCO3)c(=O)c2ncccc21
48: COc1ccc(CNC(=O)c2ccc3c(c2)CC(c2nc4ccc(-c5ccnc(N)n5)cc4[nH]2)CO3)cc1 (configuration not stated)
compound no. | 41 | 42 | 43 | 44 | 45 | 46 | 47 | 48
ASK1 inh | / | -4 | 4 | 3 | 28 | / | / | 2
ULK1 primary | -5 | -16 | -5 | -5 | 14 | -10 | -4 | -32

49: CC(=O)Nc1ccc(NC(=O)c2cc(N3CCCC3CO)nc3ccccc23)cc1 (configuration not stated)
50: CCCNc1ncnc2nc(-c3cccc(C(C)=O)c3)[nH]c12
51: CC(=O)c1cccc(-c2nc(NCCCN3CCCC3=O)c3ncn(-c4ccsc4)c3n2)c1
52: COc1ccc(-c2cncc3ccc(C(=O)NCc4ccncc4)nc23)cc1
53: O=C(NCc1cccnc1)c1cnc(Nc2ccccn2)s1
54: OCC1CCCN1c1nccc(NCCc2ccc(O)cc2)n1 (configuration not stated)
55: CC(C)N(CCNc1ncnc2c1nc(Nc1ccc3ncccc3c1)n2C(C)C)C(C)C
56: COc1cc2nc(N3CCCC3CO)nc(NC3CC3)c2cc1OC (configuration not stated)
compound no. | 49 | 50 | 51 | 52 | 53 | 54 | 55 | 56
ASK1 inh | -4 | 7 | -5 | / | -4 | -19 | 5 | -18
ULK1 primary | 13 | 3 | -32 | 33 | 12 | -25 | -21 | 1

57: Cn1c(C2COc3ccccc3O2)nc2ccc(-c3ccnc(N)n3)cc21 (configuration not stated)
58: O=C1CCCN1CCn1cnc2c(Nc3ccc(Oc4ccccc4)cc3)nc(-c3ccc(N4CCOCC4)nc3)nc21
59: Nc1cccc(-c2nc(NCCCN3CCCC3=O)c3ncn(Cc4ccc(C(F)(F)F)cc4)c3n2)c1
60: c1cnc(Nc2nc(Nc3ccc4c(c3)OCO4)c3ncn(-c4ccsc4)c3n2)cn1
61: NC(=O)c1cccc(Nc2cnccn2)c1
62: COC(=O)CC1OC(=O)c2ccccc21 (configuration not stated)
63: O=C(N[C@H](Cc1ccccc1)c1nc(-c2ccncc2)n[nH]1)c1cc2ccccc2s1
64: CN1CCN(c2ccc(-c3cnc(NC4CCC(O)CC4)c4nccn34)cn2)CC1 (configuration not stated)
compound no. | 57 | 58 | 59 | 60 | 61 | 62 | 63 | 64
ASK1 inh | 29 | -8 | 4 | -14 | -2 | / | 3 | 0
ULK1 primary | -18 | 2 | -20 | 1 | 4 | -11 | 5 | -20

65: CC1(C)Cc2cccc(OCc3ccc(C(=O)N4CCOCC4)cc3)c2O1
66: CC(C)n1c(-c2cccc(N)c2)nc2c(Nc3ccc(Oc4ccccc4)cc3)ncnc21
67: O=C(c1cnn2c(C(F)(F)F)cc(-c3ccc4c(c3)OCO4)nc12)N1CCCCC1
68: COc1cc(Nc2cc(C)nc(N3CCC(N4CCOCC4)CC3)n2)cc(OC)c1OC
69: CCOC(=O)C1CCN(Cc2cccc(OC)c2O)CC1
70: Cc1ccc(C)c(NC(=O)Nc2ccc(Nc3nc(C)cc(N4CCOCC4)n3)cc2)c1
71: COc1ccc(-c2cc(C(=O)NCc3ccccc3)ccn2)cn1
72: CC(=O)Nc1ccc(Nc2nc(-c3c(C)nn(C)c3C)nc3c2ncn3CCN2CCCC2=O)cc1
compound no. | 65 | 66 | 67 | 68 | 69 | 70 | 71 | 72
ASK1 inh | / | 13 | / | -8 | / | / | -3 | -4
ULK1 primary | 2 | -11 | -2 | -6 | -6 | 2 | 3 | -2

73: CN1CCN(C(=O)c2ccc(-c3cncc(C(=O)NCc4cccc(C(F)(F)F)c4)c3)cc2)CC1
74: COc1ccc(-c2cc(NCc3ccccc3)nc(N)n2)cc1
75: CN1CCN(C(=O)c2ccc(-c3nc(C(=O)NCCOc4ccccc4)cs3)cc2)CC1
76: CC(C)N(CCNc1cc(-c2ccc(N3CCN(C)CC3)cc2)nc(N)n1)C(C)C
77: O=C(OCc1ccccc1)c1ccc(O)cc1
78: CC(=O)Nc1ccc(Nc2nc(Nc3ccc4ncccc4c3)nc3c2ncn3CCN2CCCC2=O)cc1
79: CCN(CC)C(=O)C1CCCN(c2nc(NCc3cccc(C(F)(F)F)c3)c3ncn(Cc4ccc(C(F)(F)F)cc4)c3n2)C1 (configuration not stated)
80: COc1cc(Nc2cc(-c3ccc(C(=O)NC4CC4)cc3)ncn2)cc(OC)c1OC
compound no. | 73 | 74 | 75 | 76 | 77 | 78 | 79 | 80
ASK1 inh | -14 | 10 | -8 | -4 | / | -1 | 8 | -10
ULK1 primary | -15 | -31 | 1 | 2 | 4 | 16 | -3 | -7

81: CC(C)Cn1c(C2COc3ccccc3O2)nc2ncc(-c3ccncc3)cc21 (configuration not stated)
82: O=C1NC(c2ccccc2)(c2ccccc2)C(=O)N1COP(=O)(O)O
83: COc1ccc(CCNC(=O)c2cc(NCCCN3CCCC3=O)nc3ccccc23)cc1
84: COc1cc2nc(Nc3nccc4ccccc34)nc(N)c2cc1OC
85: O=C1NCC(c2ccccc2)C1C(=O)Nc1ccc(-c2cn[nH]c2)cc1 (configuration not stated)
86: O=C(Cc1cn(-c2ccc(N3CCN(c4ccccn4)CC3)nn2)c2ccccc12)Nc1ccccc1
87: CCOc1ccc(NC(C)=O)cc1
88: O=C(Cc1cn(-c2ccc(N3CCc4ccccc4C3)nn2)c2ccccc12)NC1CC1
compound no. | 81 | 82 | 83 | 84 | 85 | 86 | 87 | 88
ASK1 inh | -2 | / | -2 | 34 | 12 | 6 | / | 2
ULK1 primary | -1 | -10 | -6 | -23 | 3 | 10 | 8 | 6

89: Cc1cc(NC2CC2)nc(-c2csc3ccccc23)n1
90: CN(CCN1CCCC1)c1cc(-c2ccnc(N)n2)ccc1NC(=O)C1COc2ccc(F)cc2C1 (configuration not stated)
91: CCN(CC)Cc1cc(Nc2ccnc3cc(Cl)ccc23)ccc1O
92: N=c1oc2ccccc2cc1C(=O)Nc1nc2ccccc2s1
93: Cc1[nH]ncc1-c1ccc(NC(=O)C2COc3ccc(F)cc3C2)c(SCCN(C)C)c1 (configuration not stated)
94: NC(=O)c1ccc(-c2nc(Nc3ccc(Oc4ccccc4)cc3)c3ncn(Cc4ccc(C(F)(F)F)cc4)c3n2)cc1
95: CC(C)(C)NC(=O)NCc1nnnn1-c1cccc(F)c1
96: c1ccc2c(c1)nc(NCCCn1ccnc1)c1nc3ccccc3n12
compound no. | 89 | 90 | 91 | 92 | 93 | 94 | 95 | 96
ASK1 inh | -1 | -10 | / | / | 1 | 14 | / | /
ULK1 primary | -2 | -6 | 7 | -12 | -2 | -2 | 10 | -7

97: c1ccc2c(-c3nc(NC4CC4)c4ncn(C5CCCCC5)c4n3)csc2c1
98: Cn1c(=O)[nH]c(N2CCOCC2)c(Cc2ccccc2)c1=O
99: c1ccc(CNc2nc(Nc3ncccn3)nc3c2ncn3-c2ccsc2)cc1
100: O=C1CCCN1CCn1cnc2c(NCCc3ccc(O)cc3)nc(Nc3ccc4ncccc4c3)nc21
compound no. | 97 | 98 | 99 | 100
ASK1 inh | 8 | / | 0 | 7
ULK1 primary | 5 | 1 | -6 | -6
